High-throughput results from PubChem.
b-catenin transl: modulators of beta-catenin nuclear translocation; HeLa beta-catenin nuclear translocation, immunofluorescence imaging; nuclear translocation activity, % at 5 µM; actives 0.3% (n = 190,000); AID 1665;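 active means nuclear translocation activity above 50% at 5 µM, with a well cell count of 50 or more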;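 further: per-cell ratio of nuclear to cytoplasmic median beta-catenin stain intensity; plate controls were DMSO negative control for no effect and GSK-3 inhibitor IX positive control for full effect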
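assay system = human HeLa cells, endogenous beta-catenin | times = compound treatment 24 h, 37°C, 5% CO2 | detection = Anti-beta-catenin immunofluorescence on PFA-fixed, Triton-permeabilized cells, DAPI nuclei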
Yfh1-depleted yeast: enhancers of respiration in Yfh1-depleted yeast, dose response, Friedreich's ataxia, plus single-dose screen (AID 1465); one-dose fold induction at 50 µM; EC50 in µM for titrated hits; S. cerevisiae Yfh1-off respiration, WST-1 reduction, 72 h; higher fold induction means a stronger effect; actives 0.074% (n = 220,000);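 active means fold induction of absorbance versus untreated yeast above a set limit, then at least 30% activation at any dose in follow-up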;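 further: activators that raise dye reduction in frataxin-depleted yeast; strong numbers were not always called active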
WT yeast gro inh: growth inhibition of WT yeast, mitochondrial fusion screen; AID 1362; actives 2.1% (n = 190,000); mitochondrial fusion phenotypic screen, WT strain; inhibition, % at 10 µM; in the data active means inhibition above about 58%; tested in S. cerevisiae
MT stabilizer: microtubule stabilization, imaging screen; actives 0.83% (n = 200,000); % tubulin-high responders, % at 10 µM; HeLa tubulin immunostaining HCS, 24 h; share of cells brighter than vehicle mean+2SD;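 active means plate Z-score above 3 for both tubulin-high and condensed-nucleus cell shares, with cell loss under 80%, at 10 µM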;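 further: anti alpha tubulin signal scored within the nucleus-defined area of each cell; some results filed as inactive read as strong as hits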
P. falciparum M17LAP: P. falciparum M17LAP inhibitors, primary screen, biochemical, fluorogenic H-Leu-NHMec substrate, 1536-well (AID 1619). actives 0.38% (n = 220,000). inhibition, % at 30 µM, or IC50 in µM where a hit was titrated. recombinant M17LAP, H-Leu-NHMec fluorogenic kinetic assay; higher % means a stronger effect;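 active means compound inhibiting the enzyme by more than half at any dose during confirmatory dose-response retesting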;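 further: plate controls were full reaction with DMSO carrier for no effect and no enzyme background for full effect; strong numbers were not always called active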
Dynein transport: blocks dynein driven cargo transport along microtubules; AID 1381; actives 0.47% (n = 220,000); 3617.4 mouse cells, GR-EGFP nuclear translocation imaging; test concentration mostly 20 µM; stimulated with dexamethasone, 1 µM; active compounds read low; z-score, hits read low;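 active means plate z-score of nuclear minus cytoplasmic receptor signal below a set negative limit, without overly bright fluorescence or cell loss, cut at about -3.5 in these data, passing the limit was not always enough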;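 further: z-score of nuclear minus cytoplasmic ring GR-EGFP intensity difference per well; some compounds called inactive have numbers as strong as hits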
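Buffer or medium – tet-free medium with charcoal-stripped serum · Signal – automated 10x imaging of fixed Hoechst-stained cells · Also added – dexamethasone agonist, 1.0 µM final, for 30 min · Incubation – induction 48 h, compound 1 h, agonist 30 min · Read-out – GR-EGFP nuclear translocation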
T cell HTS: modulates CD8 T cell binding to vesicles; 2C CD8+ T cell-vesicle binding, flow cytometry; active compounds read low; calls only at 7 µM; actives 0.068% (n = 330,000); AID 2052;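 active means response, share of CD8 T cells binding vesicles, and their 90th percentile fluorescence all below set limits, cut at about 80% in these data, passing the limit was not always enough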
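Material: murine 2C transgenic CD8+ T lymphocytes / Also added: QL9-peptide-loaded Drosophila micro-vesicles bearing Ld, ICAM-1 and B7-1 / Schedule: binding step 1.5 h, 37 °C, antibody labelling 20 min, ice / Signal: flow cytometry, PE anti-B7-1 (FL2) versus Alexa647 anti-CD8 (FL8), PFA-fixed / Evaluation: percent CD8+ FL2 mean versus row control / Benchmarks: naked versus QL9-loaded vesicles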
M1AAP inhibition: P. falciparum M1AAP inhibitors, biochemical, fluorogenic H-Leu-NHMec substrate, 1536-well (AID 1445); inhibition, % at 30 µM; hits with a dose series show IC50 in µM; recombinant M1AAP, H-Leu-NHMec fluorogenic kinetic assay; higher % means a stronger effect; actives 0.42% (n = 220,000);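 active means primary inhibition above the hit cutoff, then over 50% inhibition at one or more dose response concentrations, cut at about 23% in these data, passing the limit was not always enough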;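 further: plate controls were DMSO full reaction for no effect and no enzyme background for full effect; strong numbers were not always called active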
Autophagy HCS: autophagy modulation, high-content screen | MEF GFP-LC3 puncta imaging; test concentration mostly 10 µM | calls only at 10 µM (by protocol) | actives 0.98% (n = 190,000) | AID 463193;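 active means percentage of spot-positive cells more than 3 SD above its plate mean, without a fluorescence outlier flag or 80% toxicity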;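 further: spot-positive cell cutoff set from DMSO-treated cells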
WT yeast gro inh mutant strain: second read-out of WT yeast gro inh, no call of its own (marks repeat the call); inhibition, %; mitochondrial fusion phenotypic screen, mutant strain inhibition
Dynein transport cytoplasmic EGFP: also measured in Dynein transport; calls as there; z-score; measured here: cytoplasmic GR-EGFP intensity; active compounds read high
Dynein transport nuclear GR-EGFP: recorded beside Dynein transport, whose call it bears; z-score; measured here: nuclear GR-EGFP intensity;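 lower value marks the stronger effect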
Dynein transport cell count: recorded beside Dynein transport, whose call it bears; z-score; measured here: cell count per field
b-catenin transl cell count 5 µM: recorded beside b-catenin transl, whose call it bears; cell count; measured here: cell count, cytotoxicity flag
T cell HTS vesicle-bound %: second read-out of T cell HTS, no call of its own (marks repeat the call); double positive events, %; measured here: CD8+ vesicle-bound cell fraction;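 binding gate set so that unloaded-vesicle control wells show 10% double positive cells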
MT stabilizer Hoechst-high %: recorded beside MT stabilizer, whose call it bears; % Hoechst-high responders; measured here: nuclear condensation Hoechst responders;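 share of cells brighter than vehicle mean plus two SD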
MT stabilizer cytotoxicity %: second read-out of MT stabilizer, no call of its own (marks repeat the call); toxicity, %; measured here: cytotoxicity by cell density;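 0% = mean cell density of plate MIN control wells and 100% = no cells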
Autophagy HCS cell loss 18 h: also measured in Autophagy HCS; calls as there; toxicity, %; measured here: cell loss, nuclei count;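 cell loss after 18 h compound exposure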
Numbers without * were called inactive; i = inactive; . = not tested or not shown. An unsorted share of the library. About 4.4% of those tested had a hit in this group.

The line under a structure holds: b-catenin transl	b-catenin transl cell count 5 µM	Yfh1-depleted yeast	WT yeast gro inh	WT yeast gro inh mutant strain	MT stabilizer	MT stabilizer Hoechst-high %	MT stabilizer cytotoxicity %	P. falciparum M17LAP	Dynein transport	Dynein transport cytoplasmic EGFP	Dynein transport nuclear GR-EGFP	Dynein transport cell count	T cell HTS	T cell HTS vesicle-bound %	M1AAP inhibition	Autophagy HCS	Autophagy HCS cell loss 18 h
O=C(COc1cccc(OC(F)F)c1)Nc1ccc(SC(F)F)cc1
  3.0	1411	i	42	34	3.0	1.8	0.8	7%	0.65	-0.24	0.1	0.38	i	53	13%	i	-3
O=C(CSc1n[nH]c(=O)n1C1CC1)NCc1ccccc1
  -0.1	1282	i	.	.	.	.	.	-1%	2.3	-0.73	1.5	-1.2	i	26	-5%	.	.
COc1ccccc1C(=O)Nc1cccc(NC(C)=O)c1
  -1.8	899	i	-8	7	2.8	2.3	3.4	-1%	-0.81	-0.22	-0.067	0.8	i	42	0%	i	12
O=S(=O)(c1cnc[nH]1)N1CCN(c2ccc(Cl)cc2)CC1
  -6.5	1193	i	-3	-4	2.0	4.0	6.3	7%	-0.36	-0.17	0.074	0.076	i	30	-2%	i	-2
CC(C)c1ccc(CN(C(=O)c2cc3ccccc3oc2=O)C2CCS(=O)(=O)C2)cc1 (stereo unspecified)
  -3.1	1231	i	4	-7	1.3	0.9	8.3	11%	2	0.49	1.9	-1.7	i	22	5%	i	7
CC(C)(C)NC(=O)c1ccc(C(=O)NC(C)(C)C)cc1
  -0.6	1304	i	.	.	.	.	.	-2%	0.29	-0.26	-0.27	0.25	.	.	5%	.	.
O=C(O)C1C2CCC(O2)C1C(=O)Nc1cnn(Cc2ccccc2)c1 (stereo unspecified)
  -7.9	1211	i	5	-13	1.5	0.8	9.8	0%	-0.58	-0.07	-0.34	0.71	i	55	10%	i	-4
O=C(C1CCCCN1S(=O)(=O)c1ccccc1[N+](=O)[O-])N1CCOCC1 (stereo unspecified)
  -1.3	1079	i	4	10	1.6	2.3	8.9	4%	-1.2	-0.19	-0.47	0.3	i	53	-1%	i	-13
CCc1c(C)nc(SCC(=O)c2ccc(C)c(C)c2)[nH]c1=O
  -2.9	1271	i	0	-4	3.0	1.5	6.1	-7%	-0.43	-0.22	-0.13	0.47	i	20	4%	i	-6
O=C(NC1CCCC1)c1ncn[nH]1
  -2.7	510	i	-25	-3	4.1	2.3	1.9	16%	0.2	-0.33	-0.17	0.37	i	37	4%	i	-10
COc1cc(/C=N/NC(=S)NCCN2CCOCC2)cc(OC)c1OC
  1.3	973	i	-18	-8	1.6	2.0	5.7	45%	-0.67	-0.19	-0.059	0.32	i	43	6%	i	1
CC(Sc1nncn1C)C(=O)Nc1cc(C(F)(F)F)ccc1N1CCOCC1 (stereo unspecified)
  -1.5	1139	i	-29	-7	2.9	2.8	2.3	7%	-0.15	-0.22	-0.025	0.34	i	45	-3%	i	-1
CCCOC(=O)c1ccc2c(c1)C(=O)N(c1ccccc1)C2=O
  -0.4	1168	i	10	23	4.8	4.3	9.0	4%	0.49	-0.28	0.25	-0.54	i	28	4%	i	12
C(=C\c1ccco1)/C=N/n1cnnc1
  .	.	i	15	9	5.1	2.3	9.7	5%	-0.079	-0.13	0.53	-0.14	i	44	1%	i	6
CCOc1ccc(C2C3=C(CCCC3=O)Nc3nc(C(F)(F)F)nn32)cc1OC (stereo unspecified)
  1.0	947	i	-15	9	4.1	3.4	9.9	-1%	-0.97	-0.23	-0.16	0.94	i	39	1%	i	3
O=C1CCCN1CCCNc1ccc(S(=O)(=O)N2CCCCC2)cn1
  -1.5	1048	i	15	29	3.0	3.3	17	2%	-0.29	-0.26	-0.25	0.28	i	18	0%	i	0
O=C(NCc1cccc(CNC(=O)c2ccco2)c1)c1ccco1
  0.6	1116	i	-8	-3	1.5	1.8	8.2	-5%	-0.55	-0.054	-0.21	1.1	i	4	9%	i	1
COc1ccc(S(=O)(=O)N2CCC(NC(=O)N3CCOCC3)CC2)cc1
  -0.1	1184	i	-4	6	5.6	2.2	4.3	-1%	-0.22	-0.27	0.072	0.32	i	6	1%	i	13
O=C(O)CCCn1c(=O)[nH]c2ccccc2c1=O
  -3.5	973	i	28	28	2.1	1.5	11	5%	-0.39	-0.21	-0.062	0.31	i	58	12%	i	9
COc1ccc(C2CC(C(F)(F)F)n3ncc(C(=O)NCc4cccnc4)c3N2)cc1OC (stereo unspecified)
  .	.	i	-8	-13	1.7	2.2	6.2	-5%	0.12	-0.12	0.42	1.6	i	40	-5%	i	-3
[O-][n+]1ccccc1SC/C=C/c1ccccc1
  -1.6	1141	i	6	-22	3.2	1.3	6.7	23%	0.55	-0.19	0.39	0.43	i	56	0%	i	-18
Cc1c(C)c2cc(Cl)c(O)c(CN3CCCCC3)c2oc1=O
  .	.	i	3	10	2.3	1.8	8.2	i	-0.35	-0.25	-0.17	0.69	i	14	36%	i	-15
CCOC(=O)N1CCN(C(=O)COc2cc(C)c(Cl)c(C)c2)CC1
  -0.8	1062	i	-8	-8	2.1	2.0	9.8	34%	0.51	-0.17	0.68	-0.19	i	42	9%	i	11
COc1ccc(C(=O)CN2C(=O)NC3(CCCc4ccccc43)C2=O)cc1OC (stereo unspecified)
  0.0	1232	i	-16	-5	4.1	1.6	5.2	-8%	0.16	-0.16	0.29	0.1	i	42	5%	i	3
COc1ccc(/C=C/C(=O)Nc2nc(N)n(-c3ccccc3)n2)cc1
  -7.7	580	i	-14	11	3.0	2.2	6.8	11%	-0.26	-0.27	-0.13	0.28	i	40	10%	i	-5
CCCN1CNC(=S)N(c2ccccc2OC)C1
  0.8	1092	i	7	7	2.4	3.6	17	0%	-0.22	-0.28	-0.19	1.4	i	51	11%	i	-16
O=C(CCCC(=O)Nc1cccnc1)Nc1cccnc1
  -4.9	631	i	4	2	3.1	0.0	42	-1%	-0.68	0.16	0.0068	-0.02	i	24	6%	i	1
Cc1cnc(C(=O)Nc2nnc(C(C)C)s2)cn1
  0.5	1086	i	-4	13	4.0	1.2	9.4	20%	1.5	0.84	2.1	-2	i	13	28%	i	8
O=C(N/N=C/c1cccs1)c1ccc2c(c1)OCO2
  -0.8	1136	.	14	3	5.3	1.4	1.1	13%	2.2	-0.095	0.94	-1.1	i	43	8%	i	9
COc1cc(C2C=C(Nc3ccccc3)C(=O)N2c2ccccc2)ccc1O (stereo unspecified)
  0.7	1071	i	20	2	3.3	3.4	3.9	-5%	0.12	-0.066	0.17	-0.1	i	45	8%	i	-13

Taken from above.
`O=C(COc1cccc(OC(F)F)c1)Nc1ccc(SC(F)F)cc1` @ WT yeast gro inh mutant strain: 34
`Cc1cnc(C(=O)Nc2nnc(C(C)C)s2)cn1` @ Dynein transport cell count: -2

(next part)
The line under a structure holds: b-catenin transl	b-catenin transl cell count 5 µM	Yfh1-depleted yeast	WT yeast gro inh	WT yeast gro inh mutant strain	MT stabilizer	MT stabilizer Hoechst-high %	MT stabilizer cytotoxicity %	P. falciparum M17LAP	Dynein transport	Dynein transport cytoplasmic EGFP	Dynein transport nuclear GR-EGFP	Dynein transport cell count	T cell HTS	T cell HTS vesicle-bound %	M1AAP inhibition	Autophagy HCS	Autophagy HCS cell loss 18 h
CCCCCCCN1C/C=C\C(c2ccc(OC)cc2)N(Cc2ccc(F)cc2)C(=O)[C@H]1Cc1ccccc1 (stereo partly specified)
  -1.9	1149	i	.	.	.	.	.	-9%	0.14	-0.8	0.0062	0.38	i	26	9%	.	.
CC(=O)Nc1ccc(NC(=O)C(C)OC(=O)c2ccccc2NS(=O)(=O)c2cccs2)cc1 (stereo unspecified)
  -0.7	1283	i	.	.	.	.	.	6%	-0.65	-0.26	-0.2	0.79	i	51	1%	.	.
CCC(=O)NCCc1nc2ccccc2[nH]1
  2.1	989	i	12	9	1.9	2.1	5.9	0%	-0.77	-0.25	-0.16	0.54	i	29	1%	i	2
O=C(c1ccccc1)C(Nc1ccccn1)c1ccccc1 (stereo unspecified)
  -0.2	1516	i	5	-2	3.4	1.6	7.2	-8%	0.31	-0.31	-0.12	0.59	i	33	1%	i	19
CC(=O)CCc1c(C)c2cccc(C)c2[nH]c1=O
  -5.2	983	i	8	8	5.7	1.2	1.7	3%	-0.85	-0.19	-0.33	0.22	i	33	4%	i	6
O=C(NCCCN1CCOCC1)C(=O)N/N=C/c1ccccc1O
  2.0	1291	i	.	.	.	.	.	14%	-0.13	-0.15	-0.12	-0.06	i	19	4%	.	.
COc1ccc(NC(=O)CSc2nccn2-c2ccccc2)cc1
  -2.3	1211	i	5	5	3.8	2.4	10	6%	-1.3	-0.24	-0.76	2.2	i	13	-2%	i	-1
COc1ccccc1OCC(=O)Nc1ccc(N2CCCCC2)cc1
  0.2	1047	i	11	-11	2.3	1.7	5.8	9%	0.28	-0.2	0.036	0.034	i	42	3%	i	1
